EphB4 antag: EphB4-ephrin-B2 interaction antagonists, primary screen, biochemical, TNYL-RAW peptide probe, fluorescence polarization. Ephrin type-B receptor 4 (Homo sapiens), P54760. EphB4 LBD / TNYL-RAW-Alexa532 peptide. inhibition, % at 7 µM. 97,000 tested, 0.15% active. AID 720, 2007;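 active = inhibition above the screen-wide mean inhibition plus 3 SD, cut at about 15% in these data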;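 note: 0% = DMSO wells and 100% = excess unlabeled TNYL-RAW peptide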
PLK1 kinase inh: human PLK1 kinase inhibitors, primary screen, biochemical, TR-FRET; Serine/threonine-protein kinase PLK1 (Homo sapiens), P53350; 97,000 tested, 0.53% active; inhibition, % at 10 µM; recombinant PLK1 kinase, TR-FRET peptide phosphorylation;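 active = inhibition of 50% or more in the single-concentration screen; inactive = inhibition below 50%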;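 note: 0% = DMSO max control and 100% = H-89 dihydrochloride min control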
Target sequence (P53350 whole entry, looked up): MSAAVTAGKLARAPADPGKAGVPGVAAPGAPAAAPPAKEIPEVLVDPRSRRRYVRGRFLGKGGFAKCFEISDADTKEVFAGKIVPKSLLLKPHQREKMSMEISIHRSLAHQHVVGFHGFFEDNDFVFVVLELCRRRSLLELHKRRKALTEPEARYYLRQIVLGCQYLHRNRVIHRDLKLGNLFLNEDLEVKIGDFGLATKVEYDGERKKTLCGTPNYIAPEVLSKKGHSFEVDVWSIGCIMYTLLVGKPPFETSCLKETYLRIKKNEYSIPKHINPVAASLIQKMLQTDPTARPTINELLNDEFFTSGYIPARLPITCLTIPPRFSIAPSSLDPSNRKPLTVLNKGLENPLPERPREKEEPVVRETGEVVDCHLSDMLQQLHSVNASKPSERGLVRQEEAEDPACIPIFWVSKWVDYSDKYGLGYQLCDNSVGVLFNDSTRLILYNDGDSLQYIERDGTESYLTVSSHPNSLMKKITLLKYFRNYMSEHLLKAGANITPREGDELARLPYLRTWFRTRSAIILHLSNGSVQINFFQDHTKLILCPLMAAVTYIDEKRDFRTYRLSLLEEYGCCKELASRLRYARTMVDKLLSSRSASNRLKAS
CYP2C9 act: human CYP2C9 activators, primary screen, biochemical, luminescence. Cytochrome P450 2C9 (Homo sapiens), P11712. recombinant CYP2C9, luciferin-H conversion; hits give high values; factor 1 = untreated enzyme, 0 = blocked. activation factor at 5 µM. 96,000 tested, 1.4% active. AID 1024, 2008;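 active = activation factor of 2 or more for CYP2C9 at a 5 µM dose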;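 note: 0 = sulfaphenazole-blocked wells and 1 = vehicle-only wells; values of inactives mirror those of a sister screen read the other way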
Target sequence (P11712 whole entry, looked up): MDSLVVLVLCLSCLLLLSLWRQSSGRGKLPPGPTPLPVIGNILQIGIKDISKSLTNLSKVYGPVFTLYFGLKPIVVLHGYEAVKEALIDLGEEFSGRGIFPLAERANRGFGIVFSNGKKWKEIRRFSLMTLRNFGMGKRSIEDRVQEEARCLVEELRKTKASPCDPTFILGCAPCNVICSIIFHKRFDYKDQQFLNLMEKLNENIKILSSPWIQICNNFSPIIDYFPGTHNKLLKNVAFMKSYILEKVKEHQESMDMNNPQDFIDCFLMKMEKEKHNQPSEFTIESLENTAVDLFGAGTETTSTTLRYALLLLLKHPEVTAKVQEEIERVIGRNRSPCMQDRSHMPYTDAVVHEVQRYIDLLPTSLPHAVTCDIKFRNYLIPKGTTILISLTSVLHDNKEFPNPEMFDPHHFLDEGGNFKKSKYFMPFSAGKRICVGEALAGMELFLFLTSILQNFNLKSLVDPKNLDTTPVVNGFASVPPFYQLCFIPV
PLAP activator: PLAP enzyme activators, biochemical, luminescence, HTS; Alkaline phosphatase, placental type (Homo sapiens), P05187; purified PLAP enzyme, luminescent substrate read-out; hits give high values; activation fold at 20 µM; 96,000 tested, 1.2% active; AID 696, 2007; in the data active = activation fold above about 2
CYP2C19 activ: human CYP2C19 activators, primary screen, biochemical, luminescence; recombinant CYP2C19, luciferin-H EGE luminescence; hits give high values; 0 = fully inhibited enzyme, 1 = untreated enzyme; Cytochrome P450 2C19 (Homo sapiens), P33261; 96,000 tested, under 10 active; activation factor at 5 µM;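 active = activation factor of at least 2 at 5 µM in the primary screen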;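 note: 0 = wells with 2.5 mM tranylcypromine and 1 = vehicle-only wells; values of inactives mirror those of a sister screen read the other way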
Plk1 PBD FP: Plk1 polo box domain binding inhibitors, primary screen, biochemical, fluorescence polarization. Serine/threonine-protein kinase PLK1 (Homo sapiens), P53350. Plk1 PBD phosphopeptide binding. inhibition, %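 (tested at about 20 µM)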. 97,000 tested, 0.13% active. AID 693, 2007; in the data active = inhibition above about 34%, passing the limit was not always enough
CYP2C9 inhib: blockers of cytochrome P450 2C9 activity – biochemical, luminescence, ADME assay, primary screen; P11712; CYP2C9 Supersomes, luciferin-H conversion; inhibition, % at 5 µM; 96,000 tested, 20% active; AID 777, 2007;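 active = blocking of liver enzyme CYP2C9 beyond about 50% at 5 µM, limit read from the data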; note: values of inactives mirror those of a sister screen read the other way
Rev-RRE block: HIV-1 Rev-RRE binding inhibitors, primary screen, biochemical, FRET, protein-RNA interaction; Rev peptide-RRE RNA binding; inhibition, % at 8 µM; 97,000 tested, 0.79% active; AID 704, 2007;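 active = inhibition above the screen-wide mean plus 3 SD, cut at about 35% in these data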;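 note: 0% = median DMSO wells and 100% = median Neomycin B control wells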
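Assay system: labelled RRE RNA duplex and labelled Rev peptide / Medium: HEPES pH 7.5 salt buffer with EDTA / Reagent: labelled Rev peptide / Schedule: 5 + 15 min at 25 °C / Signal: FRET, excitation 480 nm, emission 540 nm donor and 671 nm acceptor / Benchmarks: DMSO and neomycin B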
CYP2C19 inhib: blockers of cytochrome P450 2C19 activity – biochemical, luminescence, ADME assay, primary screen; CYP2C19 Supersomes, luciferin-H EGE luminescence, 30 min; P33261; 96,000 tested, 21% active; inhibition, % at 5 µM; AID 778, 2007;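 active = CYP2C19 inhibition above a set limit at 5 µM in the primary screen, cut at about 50% in these data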;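 note: plate controls were negative control wells for no effect and 2.5 mM tranylcypromine positive control for full effect; values of inactives mirror those of a sister screen read the other way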
* = called active by the depositor; . = no result given.

Under each structure: EphB4 antag	CYP2C19 inhib	CYP2C9 inhib	CYP2C19 activ	Rev-RRE block	Plk1 PBD FP	PLAP activator	PLK1 kinase inh	CYP2C9 act
CC(C)CCOc1ccc(C(=O)O)cc1
→ -4	83*	83*	0.2	2	4	1.1	0	0.2
CCN1CCN(C(C(=O)NC2CCCCC2)c2ccc(Cl)cc2)CC1 (stereo unspecified)
→ -3	43	-29	0.6	5	-1	1.7	-18	1.3
O=C(CC(=O)Nc1ccccn1)Nc1ccccn1
→ 1	10	12	0.9	1	11	1	-8	0.9
c1ccc(Cn2nnnc2C(c2cccs2)N2CCSCC2)cc1 (stereo unspecified)
→ 3	.	.	.	2	-9	.	-7	.
CCOC(=O)NC(Nc1cc(C)on1)(C(F)(F)F)C(F)(F)F
→ .	3	-5	1	.	.	0.9	.	1
Oc1c(C(c2ccccc2)N2CCN(Cc3ccccc3)CC2)sc2ncnn12 (stereo unspecified)
→ 1	78*	67*	0.2	4	13	1.7	-11	0.3
O=C(O)CCC(=O)Nc1ccc2c(c1)oc1ccccc12
→ -1	-8	-5	1.1	7	1	0.9	-7	1
Cc1noc(C)c1S(=O)(=O)N1CCCC(C(=O)N2CCc3ccccc3C2)C1 (stereo unspecified)
→ 5	74*	47	0.3	3	23	1.8	-14	0.5
COC(=O)c1cn(-c2ccccc2)nc1-c1cccnc1
→ .	30	52*	0.7	.	.	1.2	.	0.5
O=C(Nc1ccccc1C(=O)O)c1cncc(Br)c1
→ 3	-13	60*	1.1	12	20	1.1	2	0.4
CSCC[C@H](NC(=O)OC(C)(C)C)C(=O)N1CCC(C(=O)N[C@H](C(=O)O)C(C)C)CC1
→ -6	-1	-5	1	2	1	1.4	-8	1
O=C(CSCc1cnn(-c2ccccc2)c1-n1cccc1)NCc1cccs1
→ 1	53*	81*	0.5	13	-26	0.9	-11	0.2
O=C(c1cccs1)n1nc(-c2ccco2)nc1SCc1ccccc1
→ 3	21	24	0.8	14	4	0.8	-28	0.8
COC(=O)c1cccc(NC(=O)Nc2ccc(Cl)c(Cl)c2)c1
→ -1	3	14	1	7	12	1.1	-8	0.9
Nc1nc(C2C(=O)CCCC2=O)cs1
→ -1	-9	-14	1.1	3	-10	0.9	3	1.1
COc1ccccc1OCC(O)Cn1nc(C)cc1C (stereo unspecified)
→ 4	.	.	.	2	-8	.	-26	.
Cc1ccc(NC(=O)c2ccc(CN3CCc4ccccc4C3)cc2)cc1
→ -6	11	46	0.9	1	-13	0.8	-14	0.5
CC1(C)CCCC2=C1CC1C(=O)N(c3ccccc3)C(=O)C1C2 (stereo unspecified)
→ -1	95*	91*	0.1	8	17	1.4	3	0.1
COc1ccc(S(=O)(=O)Nc2ccc(NC(C)=O)cc2)cc1
→ -1	97*	90*	0	0	12	0.9	1	0.1
CCC(C)n1c(-c2cccs2)nc2nc3ccccc3nc21 (stereo unspecified)
→ 0	18	60*	0.8	12	-30	0.9	-8	0.4
Cc1ccc2cc3cc(C(=O)NCCCN4CCCCCC4)oc3nc2c1
→ 8	-2	3	1	8	-10	1.2	-15	1
CCCCCC1CC(CC(=O)NC(=S)Nc2ccc([N+](=O)[O-])cc2)C(=O)O1 (stereo unspecified)
→ -5	.	.	.	4	-3	.	-8	.
CCCn1c(=O)c2ccccc2n2c(SCc3cc(=O)n4ccsc4n3)nnc12
→ -1	.	.	.	5	17	.	-6	.
COCCN(CC(=O)NC1CCCCC1)C(=O)CSc1nc2ccccc2o1
→ -7	92*	46	0.1	5	-5	0.9	-1	0.5
O=C(Cn1c(C(=O)NCC2CCCO2)cc2sccc21)c1ccccc1 (stereo unspecified)
→ -3	27	51*	0.7	3	-12	0.9	7	0.5
COC(=O)C1=C(C)NC(=O)NC1c1cn(-c2ccccc2)nc1-c1cccs1 (stereo unspecified)
→ .	20	17	0.8	.	.	1.2	.	0.8
Cc1cccc(NC(=O)C2C3C=CC(C4CC34)C2C(=O)O)c1 (stereo unspecified)
→ 5	.	.	.	1	15	.	-2	.
COCCOC(=O)c1c(NC(=O)CN2CCOCC2)sc(C(N)=O)c1C
→ -3	6	32	0.9	-2	16	1.1	-1	0.7
Cn1c(=O)c2c(nc(N3CCOCC3)n2CCCNC2=NCCCCC2)n(C)c1=O
→ 0	-10	-7	1.1	3	7	0.8	-14	1.1
C=C(C)CSc1nc(N)c(C#N)c(-c2ccc(C)cc2)c1C#N
→ -1	13	50*	0.9	4	-8	1.1	-8	0.5
COCCNC(=O)c1ccc2c(c1)nc(C)n2-c1cc(OC)c(OC)c(OC)c1
→ -5	-8	-17	1.1	-2	3	1.2	-12	1.2
CC(C)c1nnc(NC(=O)CC(=O)Nc2ccccc2C(=O)O)s1
→ .	15	9	0.8	.	.	1.2	.	0.9
Cc1ccccc1CSCCNC(=O)c1ccc(Cl)c(S(=O)(=O)N2CCOCC2)c1
→ 5	.	.	.	8	-13	.	-2	.
COc1ccc(S(=O)(=O)N(CC(=O)NCC2CCCO2)c2ccc(F)cc2)cc1OC (stereo unspecified)
→ -4	53*	28	0.5	0	-37	1.1	-7	0.7
N#Cc1nc(COc2ccccc2)oc1NCCCn1ccnc1
→ 4	100*	95*	0	1	4	1.5	-11	0
CCN(CC(=O)Nc1c(C(=O)OC)[nH]c2ccccc12)c1ccc2c(c1)OCO2
→ 1	50*	70*	0.5	8	3	0.8	-4	0.3
COc1ccc(CCNC(=O)COc2ccc(S(=O)(=O)N3CCOCC3)cc2)cc1OC
→ -4	15	50*	0.9	4	-11	1.1	-11	0.5
C=CCn1c(N)cc(=O)nc1SCC(=O)Nc1ccccc1
→ -8	12	14	0.9	10	16	1	1	0.9
Cc1sc2ncnc(SCC(=O)c3cccs3)c2c1C
→ 7	23	60*	0.8	6	3	1	-5	0.4
COc1ccc(-c2cc(C(N)=O)nc(N3CCCCCC3)n2)cc1
→ 7	5	26	0.9	8	-6	0.7	-9	0.7
COC(=O)CSc1nc2sc3c(c2c(=O)n1-c1ccccc1)CCN(C)C3
→ 3	32	6	0.7	15	28	1.3	4	0.9
CS(=O)(=O)N(CC(=O)Nc1ccccc1C(=O)NCc1ccccc1)c1ccc2c(c1)OCCO2
→ -3	36	94*	0.6	1	14	1.6	2	0.1
O=C(Cc1ccc(S(=O)(=O)N2CCCC2)s1)NC1CCCCCC1
→ 5	21	35	0.8	13	-10	1.6	-15	0.6
Nn1c(COc2ccccc2)nnc1SCc1cc(=O)[nH]c2ccccc12
→ -3	9	-67	0.9	5	-11	1	3	1.7
O=C(Nc1ccc2c(c1)OCO2)C1COc2ccccc2O1 (stereo unspecified)
→ -4	70*	7	0.3	-2	14	0.8	3	0.9
COc1ccc(C(=O)Cc2cnn(-c3ccccc3)c2)c(O)c1
→ 1	25	5	0.8	3	-13	0.9	-6	0.9
COc1ccc(NS(=O)(=O)c2cc([N+](=O)[O-])ccc2N/N=C\c2c(C)[nH]c3ccccc23)cc1
→ -5	-6	16	1.1	44*	-1	1	-16	0.8
Cc1cc(Nc2ccc(F)cc2)n2nc(C)nc2n1
→ 2	-2	1	1	9	17	1.6	-12	1
CCOC(=O)C1=C(N)OC2=C(C(=O)CC(C)(C)C2)C1c1ccoc1 (stereo unspecified)
→ -6	64*	67*	0.4	-6	0	1.1	-14	0.3
CCOc1c(Cl)cc(C(=O)Nc2ccccc2-c2ccccc2)cc1Cl
→ 4	4	7	1	19	13	1.2	-1	0.9
CN(C(=O)COC(=O)c1ccc2c(c1)OCO2)C1CCS(=O)(=O)C1 (stereo unspecified)
→ 4	-10	-21	1.1	7	-21	1	-14	1.2
N#CC1=C(N)Oc2n[nH]c(-c3cccs3)c2C1c1ccco1 (stereo unspecified)
→ -4	5	20	0.9	60*	-25	1.3	0	0.8
O=C(O)CCC(=O)NCc1ccc(C(=O)O)cc1
→ 3	3	6	1	8	3	1	-10	0.9
CC1(C)CC(=O)C2=C(C1)N(Cc1cccnc1)C(=O)C2(NC(=O)c1ccc(F)cc1)C(F)(F)F (stereo unspecified)
→ -1	20	23	0.8	-1	-4	1.2	-7	0.8
O=C(Nc1nccs1)c1cc(S(=O)(=O)N2CCOCC2)ccc1Cl
→ .	6	5	0.9	.	.	1	.	1
O=C(Nc1cc(C(F)(F)F)ccc1N1CCCCC1)c1cccc([N+](=O)[O-])c1
→ 0	33	56*	0.7	22	-21	0.9	-13	0.4
CC(Cc1cccs1)NC(=O)NC1CCCCC1 (stereo unspecified)
→ 4	21	12	0.8	2	1	1.1	-11	0.9
COc1cccc(N/C(SC)=C(/C#N)C(N)=O)c1
→ 1	30	18	0.7	4	-12	1	-4	0.8
CC1S/C(=C(\C#N)C(=O)NCc2ccco2)N(Cc2ccco2)C1=O (stereo unspecified)
→ .	30	12	0.7	.	.	0.9	.	0.9
COc1ccc(N(C(=O)Cn2nnc(-c3ccc(Cl)cc3)n2)C(C(=O)NCC2CCCO2)c2ccc(C)cc2)cc1 (stereo unspecified)
→ 2	-12	7	1.1	6	31	0.9	-5	0.9

(next part)
Under each structure: EphB4 antag	CYP2C19 inhib	CYP2C9 inhib	CYP2C19 activ	Rev-RRE block	Plk1 PBD FP	PLAP activator	PLK1 kinase inh	CYP2C9 act
Cc1ccc(/C(O)=C2/C(=O)C(=O)N(CCCn3ccnc3)C2c2ccccn2)cc1 (stereo unspecified)
→ -5	11	20	0.9	0	-6	1	-13	0.8
Cc1ccccc1S(=O)(=O)NNC(=O)C(=O)NNc1ccccn1
→ -7	-12	3	1.1	1	-27	2.4*	-9	1
O=C(NCCO)c1cccc(Cl)c1
→ 3	18	19	0.8	5	2	0.9	-1	0.8
CCOC(=O)N1CCN(S(=O)(=O)c2cc(OCC(=O)NC3CCCCC3)c(C)cc2Cl)CC1
→ 1	54*	62*	0.5	5	-41	1.4	-9	0.4
COc1cc(C)nc(N2CCCC(C(=O)NCC(C)C)C2)n1 (stereo unspecified)
→ 1	.	.	.	0	6	.	4	.
Cc1ccc(CN(Cc2cc3cccc(C)c3[nH]c2=O)C(=O)N(C)C)cc1
→ .	52*	14	0.5	.	.	1	.	0.9
CC(=O)SC(C)CC(=O)Nc1ccccc1 (stereo unspecified)
→ .	71*	21	0.3	.	.	0.7	.	0.8
CCOc1cc(C2NC(=O)N(C)C(C)=C2C(=O)OC)cc(Br)c1O (stereo unspecified)
→ 1	48	86*	0.5	6	12	1.1	-7	0.1
CCC(OC(=O)C(NC(=O)c1ccccc1)c1ccccc1)C(=O)Nc1cc(C)on1 (stereo unspecified)
→ 5	28	32	0.7	4	-6	1.1	-6	0.7
CC(=O)c1c(CC(=O)O)[nH]n(-c2nc3ccccc3s2)c1=O
→ 0	31	22	0.7	4	-23	1.7	-1	0.8

Retrieved one by one from the list above, 2 records:
Under each structure: EphB4 antag	CYP2C19 inhib	CYP2C9 inhib	CYP2C19 activ	Rev-RRE block	Plk1 PBD FP	PLAP activator	PLK1 kinase inh	CYP2C9 act
Cc1ccccc1S(=O)(=O)NNC(=O)C(=O)NNc1ccccn1
→ -7	-12	3	1.1	1	-27	2.4*	-9	1
CCOc1cc(C2NC(=O)N(C)C(C)=C2C(=O)OC)cc(Br)c1O (stereo unspecified)
→ 1	48	86*	0.5	6	12	1.1	-7	0.1
